Bioassay records: PubChem, The Scripps Research Institute Molecular Screening Center
PG9 Ab binder: binders of HIV-1 gp120 antibody PG9, primary screen, biochemical, TR-FRET; HIV-1 gp120 / PG9 antibody interaction; TR-FRET gp120-PG9 antibody binding; inhibition, % at 6.7 µM; 360,000 compounds, 0.43% hits; in the data active = inhibition above about 8.5%
PRMT1 FP inh: PRMT1 methyltransferase inhibitors, primary screen, biochemical, fluorescence polarization | recombinant PRMT1, activity-based probe fluorescence polarization | inhibition, % at 2.79 µM | 370,000 compounds, 1.3% hits | Protein arginine N-methyltransferase 1 (Homo sapiens), Q99873;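 active = inhibition above about 21% made by adding two undisclosed values, limit read from the data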
Target sequence (Q99873 whole entry, looked up): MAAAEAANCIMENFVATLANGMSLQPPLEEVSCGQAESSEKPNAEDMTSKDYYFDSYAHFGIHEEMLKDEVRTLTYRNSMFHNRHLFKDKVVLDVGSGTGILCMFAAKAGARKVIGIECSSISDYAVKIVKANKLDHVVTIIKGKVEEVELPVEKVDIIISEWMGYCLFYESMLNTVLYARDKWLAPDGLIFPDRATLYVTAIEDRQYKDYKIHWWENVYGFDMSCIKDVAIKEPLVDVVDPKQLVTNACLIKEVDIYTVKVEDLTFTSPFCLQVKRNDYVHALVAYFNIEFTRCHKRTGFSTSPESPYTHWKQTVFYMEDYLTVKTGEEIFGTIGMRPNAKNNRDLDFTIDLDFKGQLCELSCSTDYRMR
UHRF1 MBD2 ctr: UHRF1 methylated DNA binding inhibitors, primary screen, counter-screen for MBD2 inhibitor project, biochemical, TR-FRET, human UHRF1, single concentration; E3 ubiquitin-protein ligase UHRF1 (Homo sapiens), Q96T88; UHRF1 binding to methylated oligo; inhibition, % at 4.4 µM; 370,000 compounds, 0.75% hits; in the data active = inhibition above about 21%;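 also: UHRF1 SRA domain binding a hemimethylated CpG hairpin DNA probe; 0% = median of test compound wells and 100% = reference inhibitor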
LEDGF integ inh: blockers of LEDGF/p75-dependent integrase strand transfer – biochemical, TR-FRET, high throughput, primary screen; TR-FRET IN-LEDGF/p75 DNA integration, Eu/Cy5; HIV-1 integrase (with human LEDGF/p75); inhibition, % at 3.7 µM; 370,000 compounds, 0.64% hits;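 active = inhibition above the screen-wide mean plus 3 SD, cut at about 13% in these data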;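 also: signal is the Cy5 over europium emission ratio at 671 and 618 nm; 0% = plate median of compound wells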
TDP2 inh: human TDP2 enzyme inhibitors, primary screen, biochemical, epi absorbance, recombinant enzyme; 370,000 compounds, 0.34% hits; T5PNP hydrolysis, p-nitrophenol absorbance 415 nm; inhibition, % at 12.8 µM; AID 720702, 2013; Tyrosyl-DNA phosphodiesterase 2 (Homo sapiens), O95551;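 active = inhibition above the mean of all tested compounds plus 3 SD, set per campaign, cut at about 25% in these data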;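 also: 0% = DMSO with enzyme and 100% = buffer with substrate but no TDP2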
Target sequence (O95551 whole entry, looked up): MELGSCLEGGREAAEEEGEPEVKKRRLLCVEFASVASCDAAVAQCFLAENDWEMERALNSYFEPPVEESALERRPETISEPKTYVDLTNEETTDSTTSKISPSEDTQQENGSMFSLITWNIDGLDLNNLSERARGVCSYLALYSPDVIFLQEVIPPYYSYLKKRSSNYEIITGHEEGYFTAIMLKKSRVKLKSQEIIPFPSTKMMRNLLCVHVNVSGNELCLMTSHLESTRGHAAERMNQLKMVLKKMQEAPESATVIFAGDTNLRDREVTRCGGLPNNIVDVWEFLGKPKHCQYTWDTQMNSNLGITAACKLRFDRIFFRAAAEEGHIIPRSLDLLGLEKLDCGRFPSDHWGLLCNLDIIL
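System: recombinant human TDP2 / Amount: 120 nM TDP2 per well / Also added: 5 mM T5PNP chromogenic substrate / Doses: 12.8 µM single point, 1% DMSO / Incubation: 2 h at 37 °C / Detection: p-Nitrophenol epi absorbance / Evaluation: % inhibition relative to enzyme-containing and enzyme-free wells / Repeats: singlicate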
HTRA1 inh: HTRA1 serine protease inhibitors, primary screen, biochemical, fluorescence polarization, HTS. 340,000 compounds, 0.5% hits. inhibition, % at 5.96 µM. recombinant HTRA1, FP-rhodamine activity-based probe; in the data active = inhibition above about 36%;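 also: 0% = enzyme with DMSO and 100% = wells lacking enzyme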
SIAE primary: human SIAE inhibitors, primary screen, biochemical, fluorescence polarization, FP-Rh probe, 1536-well HTS | AID 1053197, 2014 | inhibition, % at 9.66 µM | 370,000 compounds, 0.69% hits | SIAE FP-Rh probe binding | Sialate O-acetylesterase (Homo sapiens), Q9HAT2;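 active = inhibition above a cutoff: mean of compounds within the control limits plus 3 SD of those, cut at about 17% in these data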;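 also: 0% = plate median of compound wells and 100% = probe without SIAE protein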
Tn7 DDE FP: inhibitors of Tn7 peptide binding to fibrin DD(E), primary screen, biochemical, fluorescence polarization, human fibrin, Tn7 probe; 370,000 compounds, 0.13% hits; FP displacement of FITC-Tn7 peptide from fibrin DD(E); 0% = median of compound wells per plate; inhibition, % at 8.3 µM;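 active = inhibition above the mean of compounds falling within the control limits plus 3 SD of them, cut at about 14% in these data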;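 also: 0% = plate median of compound wells and 100% = 10 µM Aha-Tn7 peptide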
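assay system = human clot-derived fibrin DD(E) complex | quantity = Fibrin-DD(E) at 2 µM final | timing = 10 min preincubation, 3 h with tracer, room temperature | signal = fluorescence polarization | measure = percent inhibition | benchmarks = high control wells with 10 µM unlabelled Aha-Tn7 peptide (full inhibition) | replicates = singlicate testing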
mABHD4 FP: ABHD4 inhibitors, primary screen, biochemical, fluorescence polarization, mouse | (Lyso)-N-acylphosphatidylethanolamine lipase (Mus musculus), Q8VD66 | purified mABHD4, FP-Rh probe fluorescence polarization | inhibition, % at 8.92 µM | 370,000 compounds, 0.54% hits;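 active = inhibition exceeding the mean over every tested compound plus 3 SD, cut at about 30% in these data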;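 also: 0% = plate median of compound wells and 100% = S159A mutant with DMSO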
Target sequence (Q8VD66 whole entry, looked up): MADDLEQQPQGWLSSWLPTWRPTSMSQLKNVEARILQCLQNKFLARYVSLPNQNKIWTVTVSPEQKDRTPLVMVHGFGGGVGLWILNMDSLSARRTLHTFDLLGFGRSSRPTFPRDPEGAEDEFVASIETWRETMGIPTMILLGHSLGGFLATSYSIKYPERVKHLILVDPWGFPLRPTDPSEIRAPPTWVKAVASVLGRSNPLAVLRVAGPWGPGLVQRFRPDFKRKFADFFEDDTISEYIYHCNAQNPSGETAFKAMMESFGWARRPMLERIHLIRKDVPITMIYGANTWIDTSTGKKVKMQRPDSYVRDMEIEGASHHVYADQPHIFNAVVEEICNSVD
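Test system: mouse ABHD4 enzyme, wild type. Reagent: FP-Rh fluorescent activity-based probe, added after compound pre-incubation. Timing: pre-incubation 45 min, probe exposure 60 min, at 25 °C. Technique: FP readout, ex 525 nm / em 598 nm. Benchmarks: high control S159A mutant with DMSO, low control median of compound wells.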
TCR CD3 inh: inhibitors of human TCR-CD3 interaction, primary screen, biochemical, fluorescence, TAMRA-labeled TCR probe; inhibition, % at 9.4 µM; 360,000 compounds, 0.37% hits; in the data active = inhibition above about 19%;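 also: recombinant mutant TCR 2C K166C tagged with TAMRA read by polarization; 0% = receptor in buffer alone and 100% = receptor with positive control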
* marks the source's active call; other numbers are inactive results; . = no result given.

SMILES | PG9 Ab binder | PRMT1 FP inh | UHRF1 MBD2 ctr | LEDGF integ inh | TDP2 inh | HTRA1 inh | SIAE primary | Tn7 DDE FP | mABHD4 FP | TCR CD3 inh
COC(=O)[C@@]12C[C@@H](CC(=O)NCCCCc3ccccc3)C(=O)N(Cc3ccco3)C1=CCC(C)(C)C2 | -1.7 | -2 | 0 | 2 | -6 | . | -4 | -3 | -5 | 7
COc1ccc(N2CCN(C(=O)CCNC(=O)c3ccc(C(C)(C)C)cc3)CC2)cc1 | -1.9 | -2 | -1 | 0 | 4 | 3 | 8 | 0 | 3 | 5
O=C(NC1CCCCC1)c1cc(-c2ccccc2O)on1 | 0.5 | 3 | 2 | -4 | -10 | 4 | 0 | -5 | -2 | -2
CCOC(=O)C[n+]1c(C)csc1C | -1.9 | 18 | 1 | 1 | 2 | 7 | 1 | -10 | 2 | 4
CCOC(=O)C1(CCOc2ccccc2)CCN(C(=O)c2ccc(-n3cccn3)cc2)CC1 | -1.2 | -1 | 0 | -3 | 5 | -20 | -6 | -3 | 1 | 5
Cc1cc(NC(=O)CSCC(=O)Nc2ccc(Cl)c(C(F)(F)F)c2)no1 | -0.8 | -5 | 0 | -1 | 4 | -13 | -4 | 1 | -10 | 2
CCOC(=O)c1nnc2cc(C)nn2c1C | -0.7 | -4 | 1 | -3 | 15 | . | 10 | -1 | 4 | 4
COc1ccc(C(=O)Nc2ccccc2SCc2cc(=O)n3nc(C)sc3n2)cc1OC | -1.7 | -5 | 0 | 0 | 1 | 5 | 7 | -5 | -6 | -1
Cc1nc([N+](=O)[O-])c(Br)n1CC(=O)c1ccc2ccccc2c1 | -1.9 | 2 | -2 | -3 | -6 | -15 | 1 | 4 | -9 | 2
O=C(Nc1ccccc1Oc1cccnc1)C1CCCN(Cc2ccc(F)cc2)C1 (configuration not stated) | -1.5 | -1 | -2 | -1 | 3 | -6 | 1 | -3 | -7 | 8
O=C(CCC1CCCC1)NCCCN1CCOCC1 | 1.5 | 0 | 0 | -1 | 10 | 2 | -2 | -3 | 3 | 4
Cc1cccc(NC(NC(=O)c2ccccc2[N+](=O)[O-])C(Cl)(Cl)Cl)c1 (configuration not stated) | 0.3 | 2 | -1 | 0 | 5 | -9 | 1 | -4 | 2 | 4
CC1(c2cccc(Br)c2)NC(=O)N(CC(=O)Nc2ccc(N3CCCCC3)cc2)C1=O (configuration not stated) | -1.0 | 1 | -1 | 3 | 0 | 8 | -2 | 0 | 0 | 6
COc1ccc(N(CC(=O)Nc2cccc(N(C)S(C)(=O)=O)c2)S(=O)(=O)c2ccc(F)cc2)cc1 | -2.9 | -2 | 0 | 3 | -5 | -10 | -1 | -8 | -2 | 3
O=C1CC(c2ccccc2Oc2cccc(Cl)c2)C(n2cncn2)C(=O)C1C1NCCc2ccccc21 (configuration not stated) | 1.9 | -6 | -2 | 1 | 9 | -16 | 11 | 8 | -20 | 8
COc1ccc(C2(CNC(=O)c3ccccc3)CCOCC2)cc1 | -2.1 | -8 | 2 | 1 | -1 | . | -4 | -7 | -6 | 4
Cc1ccc(OCc2nnc(SCC(=O)Nc3ccc(OCc4ccccc4)cc3)n2-c2ccc(Cl)cc2)cc1 | . | 4 | 2 | 1 | -3 | . | -3 | -4 | 4 | .
CCOc1ccc(S(=O)(=O)N2CCN(C(=O)c3cc(C4CC4)nn3-c3ccccc3)CC2)cc1 | 1.9 | 3 | 2 | -4 | -5 | -32 | -2 | 6 | -7 | -11
Nc1ncc(-c2cc3ccccc3oc2=O)s1 | -3.1 | 4 | -9 | -1 | 2 | -8 | -1 | 3 | -1 | 2
COc1ccc(C(=O)Nc2ccnn2C2CCN(Cc3cn(C)nc3C)CC2)cc1 | -1.5 | -5 | 0 | -1 | -6 | 8 | 7 | -8 | -3 | -2
O=S(=O)(Cc1cccc(F)c1)c1c[nH]c2ccccc12 | -1.3 | -2 | 15 | 4 | -10 | -11 | 1 | 1 | -8 | -12
CCCCCCCCCCCCCCCC[n+]1cccc2ccccc21 | 0.8 | -1 | -1 | 4 | 6 | 64* | 2 | -5 | 37* | 5
Cc1cc(C(=O)NCc2ccc3c(c2)OCO3)c(C)o1 | -1.7 | 0 | 0 | 1 | 8 | -2 | -10 | -6 | 1 | -1
Cc1cccc(NC(=O)CSc2nnc(-c3ccccc3C)o2)c1 | -1.9 | 0 | 2 | 3 | -14 | -15 | -4 | -6 | -5 | 1
Cc1ccc(NS(=O)(=O)c2cn(C)c(=O)n(C)c2=O)cc1C | 0.2 | 1 | 0 | -2 | -3 | 3 | 4 | 7 | 1 | 1

Full records from above.
COc1ccc(C(=O)Nc2ccnn2C2CCN(Cc3cn(C)nc3C)CC2)cc1 reads PG9 Ab binder: -1.5; PRMT1 FP inh: -5; UHRF1 MBD2 ctr: 0; LEDGF integ inh: -1; TDP2 inh: -6; HTRA1 inh: 8; SIAE primary: 7; Tn7 DDE FP: -8; mABHD4 FP: -3; TCR CD3 inh: -2
Cc1ccc(NS(=O)(=O)c2cn(C)c(=O)n(C)c2=O)cc1C reads PG9 Ab binder: 0.2; PRMT1 FP inh: 1; UHRF1 MBD2 ctr: 0; LEDGF integ inh: -2; TDP2 inh: -3; HTRA1 inh: 3; SIAE primary: 4; Tn7 DDE FP: 7; mABHD4 FP: 1; TCR CD3 inh: 1

Remaining list, next part:
SMILES | PG9 Ab binder | PRMT1 FP inh | UHRF1 MBD2 ctr | LEDGF integ inh | TDP2 inh | HTRA1 inh | SIAE primary | Tn7 DDE FP | mABHD4 FP | TCR CD3 inh
O=C(CC1C(=O)NCCN1C(=O)c1ccc(F)cc1)OCc1ccccc1 (configuration not stated) | -1.8 | -1 | 1 | 0 | 19 | 3 | 2 | 0 | 4 | -3
O=C(Nc1cccc2cccnc12)c1csc([C@@H]2O[C@H](CO)[C@H](O)[C@H](O)[C@H]2O)n1 | -0.7 | 4 | 0 | 0 | 5 | . | 0 | 2 | -1 | -3
CCOc1ccc(S(=O)(=O)c2ccc(C)cc2)c2c1no[n+]2[O-] | -2.1 | -2 | 3 | 7 | -4 | -5 | -2 | -4 | -5 | -2
COc1cc(C(=O)NCC(=O)Nc2c(C)cccc2C)ccc1OCc1ccccc1 | -1.1 | 3 | 16 | 4 | 6 | 6 | -4 | -6 | -1 | 4
COCCNc1oc(/C=C/c2ccccc2OC)nc1S(=O)(=O)c1ccccc1 | -1.4 | 1 | -1 | -1 | -4 | -10 | -2 | 9 | -5 | 3
COc1ccc(C(CNC(=O)c2cc3ccccc3o2)N2CCCC2)cc1 (configuration not stated) | 1.9 | 6 | 3 | -1 | -18 | -5 | -6 | -1 | -10 | -5
N#Cc1c(N)n(C2CCCCC2)c2nc3ccccc3nc12 | -0.2 | 3 | -4 | -2 | -1 | -32 | -6 | 1 | 1 | -1
O=C(O)CCCC(=O)Nc1ccc(C(=O)N2CCCCC2)cc1 | -1.2 | 0 | 2 | 1 | 1 | 3 | 3 | -6 | 4 | -2
CC1(C)Cc2nc(N)c(=O)sc2C1 | -0.2 | 3 | 0 | 3 | 4 | 5 | -11 | 5 | 2 | 4
CC1Sc2ccc(S(=O)(=O)CCC(=O)NC3CCCC(C)C3C)cc2NC1=O (configuration not stated) | -1.4 | -1 | -1 | 1 | -12 | -2 | -3 | 3 | -2 | 5
Cc1ccc(S(=O)(=O)CCSc2cccc(C(=O)Nc3ccccc3C(=O)O)c2)cc1 | -1.0 | 77* | 4 | 7 | -18 | -9 | -32 | -8 | -56 | 5
COc1cccc(CNC(=O)c2ccc3c(c2)N(C)CCS3)c1OC | 4.7 | 0 | -1 | 2 | -3 | -6 | 6 | -8 | 5 | -2
Cc1ccccc1NC(=O)C1CCCN(S(=O)(=O)c2cccc3cccnc23)C1 (configuration not stated) | 1.2 | -7 | 0 | 1 | 4 | 5 | 5 | -4 | -6 | -5
COc1ccc(OC)c(S(=O)(=O)N2CCC(C(=O)NCc3ccc4c(c3)OCO4)CC2)c1 | -0.3 | 0 | 6 | 2 | 2 | -6 | -5 | 2 | -1 | -11
COc1ccccc1CN1CCN(Cc2nc(-c3cccs3)no2)CC1 | 0.1 | 6 | 0 | -4 | -9 | -2 | -5 | 1 | 3 | -9
O=C(Cc1n[nH]c(=O)[nH]c1=O)N/N=C/c1ccccc1 | -1.8 | 0 | -2 | 0 | 0 | -4 | -1 | -2 | 0 | 4
FC(F)Oc1ccc(C2N=C(c3ccccc3)NO2)cc1 (configuration not stated) | -2.6 | 1 | -2 | -1 | -1 | -1 | 6 | 6 | 6 | -2
Cc1cccc(N2CN=c3s/c(=C\c4ccccn4)c(=O)n3C2)c1 | -2.8 | -4 | 10 | 0 | 5 | 7 | 2 | -3 | 3 | 6
CCOC(=O)CCCNC(=O)COc1ccccc1C#N | -0.8 | -6 | -1 | 1 | -19 | 3 | -11 | -7 | -11 | -1
CC1=NN(c2ccccc2)C(=O)/C1=C/c1ccc(Cl)cc1 | -2.9 | 1 | 12 | 8 | 71* | 15 | 11 | -1 | 0 | -3
CC(=O)Nc1ccc(S(=O)(=O)N(C)Cc2cnn(C)c2)cc1 | -2.4 | 0 | 3 | -7 | -17 | 4 | -2 | 1 | -4 | -5
O=C(CCN1CCN(c2ccccc2)CC1)N/N=C/c1ccccc1OC(F)F | -1.0 | 0 | 1 | -4 | -5 | -10 | -2 | -5 | 3 | -4
CC1CCN(c2nnc(-c3cccs3)c3ccccc23)CC1 | -1.9 | 1 | 6 | -1 | -5 | -22 | 0 | -4 | -2 | -10
COCCN(C(=O)COC(=O)c1c(NC(C)=O)sc(C)c1C)c1c(N)n(Cc2ccccc2)c(=O)[nH]c1=O | 0.7 | -1 | -2 | -1 | 10 | -9 | 7 | -3 | 0 | 5
COc1ccccc1S(=O)(=O)N(C)C[C@@H]1OCc2cnnn2CCCC(=O)N([C@@H](C)CO)C[C@H]1C | -0.6 | 0 | -1 | 2 | 3 | 9 | 2 | 1 | -4 | 0
O=C(O)CCC(=O)NCc1ccc2[nH]c3c(c2c1)CCCC3 | -1.8 | -1 | -1 | -3 | 8 | 3 | 0 | 3 | 10 | 1

Rows are unselected; 4.2% or so of the library scored in one or more.
